High-throughput results deposited in PubChem by several laboratories.
M5 ag – CHRM5 agonism in calcium assay; P08912; CHO-K1 hM5 cells, Fluo-8 calcium fluorescence; 0% DMSO wells, 100% maximal acetylcholine response; activation, % at 3 µM; actives 0.19% (n = 360,000);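 active means activation above the run's mean over test compounds plus 3 SD, cut at about 23% in these data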;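 further: signal is peak over basal fluorescence ratio across the kinetic read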
CHRM4 PAM – potentiates acetylcholine response at human M4 receptor; CHO-K1 hM4/Gqi5, Fluo-8 calcium fluorescence, ACh EC20; 0% = ACh EC20, 100% = maximal ACh; P08173; activation, % at 3 µM; actives 0.4% (n = 360,000);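 active means activation above its plate's cutoff, the mean activation of sample wells plus 3 SD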; further: some results filed as inactive read as strong as hits
Target sequence (P08173 whole entry, looked up): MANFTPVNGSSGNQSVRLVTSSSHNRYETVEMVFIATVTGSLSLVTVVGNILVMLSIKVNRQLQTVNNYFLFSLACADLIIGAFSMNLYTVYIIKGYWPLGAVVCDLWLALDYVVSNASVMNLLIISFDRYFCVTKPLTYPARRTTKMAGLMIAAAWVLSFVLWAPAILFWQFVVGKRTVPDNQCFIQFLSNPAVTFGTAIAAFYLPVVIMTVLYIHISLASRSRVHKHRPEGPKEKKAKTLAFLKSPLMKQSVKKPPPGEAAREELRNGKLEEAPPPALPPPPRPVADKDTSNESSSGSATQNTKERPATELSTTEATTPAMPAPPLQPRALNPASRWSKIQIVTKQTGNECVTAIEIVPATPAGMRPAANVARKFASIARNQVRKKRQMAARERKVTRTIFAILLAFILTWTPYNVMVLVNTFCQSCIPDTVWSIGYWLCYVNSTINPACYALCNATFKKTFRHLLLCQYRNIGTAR
CRFBP-R2 block – antagonists of CRF-binding protein/CRF-R2 receptor complex | HEK293 CRF-R2/CRF-BP, CRF-induced calcium fluorescence | inhibition, % at 11.8 µM | actives 0.59% (n = 350,000);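 active means inhibition of the ligand-induced calcium signal above about 50% at the single tested concentration, limit read from the data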
M1 PAM – human CHRM1 positive allosteric modulation | P11229 | CHO-K1 hM1, Fluo-8 calcium fluorescence, ACh EC20; 0% = ACh EC20, 100% = maximal ACh | activation, % at 3 µM | actives 0.088% (n = 360,000); in the data active means activation above about 19%, passing the limit was not always enough
Target sequence (P11229 whole entry, looked up): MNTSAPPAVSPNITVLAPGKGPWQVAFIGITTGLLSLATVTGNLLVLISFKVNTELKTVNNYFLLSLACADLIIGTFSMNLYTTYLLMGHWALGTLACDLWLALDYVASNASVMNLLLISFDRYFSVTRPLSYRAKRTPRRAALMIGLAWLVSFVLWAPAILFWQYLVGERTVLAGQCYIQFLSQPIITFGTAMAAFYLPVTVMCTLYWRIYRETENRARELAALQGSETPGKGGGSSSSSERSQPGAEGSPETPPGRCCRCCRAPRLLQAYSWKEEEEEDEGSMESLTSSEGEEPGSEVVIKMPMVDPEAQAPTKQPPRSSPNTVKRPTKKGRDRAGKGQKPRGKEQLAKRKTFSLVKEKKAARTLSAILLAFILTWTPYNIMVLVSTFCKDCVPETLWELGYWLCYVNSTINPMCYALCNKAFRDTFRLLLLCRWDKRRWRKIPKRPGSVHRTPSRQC
M4 ag – agonists of human muscarinic M4 receptor (CHRM4); activation, % at 3 µM; P08173; actives 0.14% (n = 360,000); CHO-K1 hM4/Gqi5, Fluo-8 calcium fluorescence; vehicle 0%, full acetylcholine response 100%;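 active means activation above the run mean over all test wells plus 3 SD, cut at about 32% in these data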;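 further: peak over basal fluorescence ratio per well then scaled between controls; 0% = DMSO wells and 100% = acetylcholine at EC100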
M4 antag – blocks acetylcholine activation of human M4 receptor. CHO-hM4 cells, ACh EC80, Fluo-8 calcium fluorescence. P08173. actives 0.73% (n = 360,000). inhibition, % at 3 µM;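 active means inhibition above its plate's cutoff, the mean inhibition of sample wells plus 3 SD, cut at about 27% in these data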;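 further: 0% = acetylcholine EC80 with DMSO and 100% = DMSO without agonist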
M5 PAM – potentiates acetylcholine response at human M5 receptor | CHO-K1 hM5, Fluo-8 calcium, ACh EC20 PAM; 0% = ACh EC20, 100% = ACh EC100 | activation, % at 3 µM | actives 0.3% (n = 360,000);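 active means activation above the run cutoff, the mean activation of all test compounds plus 3 SD, cut at about 18% in these data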
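Probe or stimulus: acetylcholine, EC20 level; Assay system: human M5 receptor in CHO-K1 cells; Schedule: compound preincubation 140 s before EC20 acetylcholine addition; Technique: intracellular calcium via Fluo-8 fluorescence; Dosing: single-point, 3 µM nominal; Read-out basis: percent activation from peak-over-basal fluorescence ratio, scaled EC20-to-EC100 acetylcholine; Repeats: one well per compound, no replicates.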
M5 antag – blocks acetylcholine activation of human M5 receptor; CHO-hM5 cells, Fluo-8 calcium fluorescence, ACh EC80; inhibition, % at 3 µM; P08912; actives 0.59% (n = 360,000);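 active means inhibition above a per-plate cutoff, the mean of that plate's test compounds plus 3 SD, cut at about 27% in these data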;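 further: 0% = acetylcholine EC80 with DMSO and 100% = DMSO without agonist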
CRFBP-R2 agonist – CRF-BP/CRF-R2 complex agonism; AID 588473; HEK293 CRF-R2/CRF-BP, calcium dye fluorescence (FLIPR); percent of saturating CRF peptide response; activation, % at 13.2 µM; actives 0.46% (n = 350,000);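 active means activation of at least 50%, plus an integration ratio under a set limit after plate pattern correction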;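 further: plate controls were neutral control wells without compound for no effect and CRF at EC100 for full effect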
Starred values were filed as active, the others as inactive; x = no result given.

The line under a structure holds: M5 ag, CHRM4 PAM, CRFBP-R2 block, M1 PAM, M4 ag, M4 antag, M5 PAM, M5 antag, CRFBP-R2 agonist
CCOc1ccc(CNC(=S)Nc2ccccc2)cc1Cl
    1.4, -2.4, 23.1, -7.2, 13.2, 1.7, -11.2, 1.9, -1.7
CC(C)(C)OC(=O)N1CCC[C@H]1C(=O)N/N=C/c1ccc2ncccc2c1
    -4.0, 11.7, 1.0, 5.5, 1.2, -2.6, -1.1, 6.7, -0.9
COc1cc(CN2CCNC(=O)C2CC(=O)NC2CCC2)cc(OC)c1 (stereo not drawn)
    0.1, -1.1, -4.4, 3.6, 0.1, 0.5, -0.3, 4.3, -1.2
CC1CCCN(C(=O)COc2ccc(-c3ccccc3)cc2)C1 (stereo not drawn)
    -4.6, 1.1, 5.5, 1.9, 1.3, -0.7, 13.6, 16.0, 3.9
O=C(Cn1c(NCCO)nc2ccccc21)Nc1cccc(S(=O)(=O)N2CCCC2)c1
    -4.5, -5.0, 1.1, -0.8, -0.1, 15.3, -1.5, 4.8, -0.3
CN(c1ccccc1)S(=O)(=O)c1ccc(Cl)c(C(=O)Nc2nc3ccccc3[nH]2)c1
    0.7, -19.7, 3.2, -8.7, 8.4, 4.7, -10.8, 10.6, -0.3
CCC(=O)OC1(C(C)=O)CCC2C3CCC4=CC(=O)CCC4(C)C3CCC21C (stereo not drawn)
    -0.9, 7.8, 23.8, 1.2, -0.1, -13.6, 7.0, -4.0, -3.6
Cc1cccc(N2CCN(S(=O)(=O)c3ccc4c(c3)NC(=O)CO4)CC2)c1C
    -1.4, -9.2, -6.0, -4.6, 1.9, -7.6, -4.4, 5.1, 3.6
CCCCC(=O)N1CC2(C)CN(C(=O)CCCC)CC(C)(C1)C2=O
    1.4, -3.5, -18.5, -0.9, 0.2, 1.1, -6.6, -1.2, 5.2
CCOc1ccc(CCNC(=O)COC(=O)c2nccnc2N)cc1OCC
    2.4, 6.0, -1.9, 2.8, 0.4, -11.7, 1.2, 3.6, 0.1
O=C(NC(Cc1ccccc1)c1ccc2c(c1)OCCCO2)c1ccccc1F (stereo not drawn)
    -1.4, 2.3, 27.7, -0.8, 1.1, 7.6, -7.5, -1.5, 0.3
Cc1c(OC(C)C(=O)NCC2CCC(C(=O)O)CC2)ccc2c3c(c(=O)oc12)CCCC3 (stereo not drawn)
    -2.2, 4.7, -11.7, 7.3, 0.1, -6.1, 0.9, 0.8, -1.6
Cc1ccc(NC(=O)CCCNC(=O)c2ccc(Cl)cc2)nc1
    -3.4, -1.5, -0.4, 11.5, 1.1, 2.1, 3.4, 5.0, -0.8
O=C(CSCc1ccc(Cl)cc1)N/N=C/c1c(Cl)cccc1Cl
    0.2, 4.0, -58.0, 3.8, -0.2, 1.2, -1.8, 2.4, 6.4
O=C(COc1ncnc2sccc12)N1CCc2ccccc2C1
    -1.6, 12.5, -13.9, 10.2, 0.5, 6.2, -3.2, -1.7, 0.6
CCOc1cc(C)nc(Oc2ccc(=O)[nH]n2)n1
    0.9, -3.7, 9.9, 7.2, 0.5, 8.2, -0.2, -2.9, 0.8
COc1ccc(NC(=O)COC(=O)c2ccc(OCc3ccccc3Cl)c(OC)c2)c(OC)c1
    2.8, -1.5, 4.1, 0.3, 1.5, 10.6, -2.1, 1.7, 1.2
O=C(NOCc1ccccc1)c1coc(-c2ccccc2)n1
    -1.7, 9.1, -12.6, 20.3, 4.0, -9.4, 1.5, 1.3, -3.6
COc1cccc(C(=O)OCC(=O)N2CCc3ccccc32)c1OC
    -1.0, 2.3, 0.8, 11.1, 6.4, -6.9, -5.1, 9.9, -0.8
O=C(O)CC(NNC(=O)c1ccccc1)C(=O)Nc1cccc([N+](=O)[O-])c1 (stereo not drawn)
    0.9, 5.7, 3.3, 4.6, 0.8, -2.9, 5.6, -5.3, -0.7
Cc1c(C#N)c(NC(=O)c2cccc(Cl)c2)n(Cc2ccccc2)c1C
    -11.4, -4.4, 3.6, -11.9, 2.0, 2.5, -11.3, 11.3, 2.4
CSc1ccc(Cn2c(C)c(C(=O)NCc3ccc(Cl)c(Cl)c3)sc2=O)cc1
    1.5, -0.9, x, -3.8, 4.2, 0.0, -6.9, 0.0, x
O=C(NCCc1c[nH]c2ccccc12)/C(=C/c1cccnc1)NC(=O)c1ccco1
    5.2, -6.8, 23.6, 4.5, 1.2, 0.2, -0.9, 3.6, 0.4
Cc1cc(S(=O)(=O)Nc2ccc(C(=O)NCCCn3ccnc3)cc2)ccc1F
    -2.4, 2.3, 0.1, 12.7, 1.0, -21.8, 5.7, -0.7, -1.2
CCCOc1ccc(/C=C/C(=O)N2CCN(c3ccccn3)CC2)cc1
    -2.5, -3.2, 7.9, -6.3, 2.9, -0.1, -4.6, 8.1, 0.6
CC(C)OCCCNC(=O)CN1C(=O)COc2ccc(S(=O)(=O)N3CCCCCC3)cc21
    1.4, -6.1, -7.9, -2.8, -0.6, 5.2, -5.1, 2.4, -0.9
COC(=O)c1cc(Sc2cccc(Cl)c2Cl)ccn1
    0.2, -1.4, -4.0, 8.3, 2.9, -4.8, 21.1*, 5.4, -2.6
Cc1nn(CC(=O)NCCCN2CCOCC2)c(C)c1[N+](=O)[O-]
    -0.3, 0.6, -4.1, 5.0, 1.0, -1.9, 0.4, -5.9, -0.9
CCOC(=O)c1c(C)[nH]c(C(=O)COC(=O)/C=C/c2cccc(OC)c2OC)c1C
    -1.8, 7.5, 0.0, 7.8, 1.2, -5.8, -5.1, 5.5, -0.6
O=C(O)CCCc1nc(-c2ccccc2)no1
    1.5, 9.7, -11.5, 7.9, 0.5, 5.7, 4.2, -3.0, 0.1

The final 4 records of the part before are carried over, then new ones follow.
The line under a structure holds: M5 ag, CHRM4 PAM, CRFBP-R2 block, M1 PAM, M4 ag, M4 antag, M5 PAM, M5 antag, CRFBP-R2 agonist
COC(=O)c1cc(Sc2cccc(Cl)c2Cl)ccn1
    0.2, -1.4, -4.0, 8.3, 2.9, -4.8, 21.1*, 5.4, -2.6
Cc1nn(CC(=O)NCCCN2CCOCC2)c(C)c1[N+](=O)[O-]
    -0.3, 0.6, -4.1, 5.0, 1.0, -1.9, 0.4, -5.9, -0.9
CCOC(=O)c1c(C)[nH]c(C(=O)COC(=O)/C=C/c2cccc(OC)c2OC)c1C
    -1.8, 7.5, 0.0, 7.8, 1.2, -5.8, -5.1, 5.5, -0.6
O=C(O)CCCc1nc(-c2ccccc2)no1
    1.5, 9.7, -11.5, 7.9, 0.5, 5.7, 4.2, -3.0, 0.1
Cc1ccc(-c2cc(C(=O)N3CCCCCC3)no2)cc1
    -5.5, -2.1, -13.7, 3.5, -0.3, 7.5, 0.1, 0.3, -1.7
COc1ccccc1NC(=O)c1ccccc1NC(=O)c1cccs1
    -4.8, -2.9, -7.7, -2.7, 3.8, -34.0, 0.4, -4.9, 0.0
Brc1ccc(-c2cn3ccccc3n2)s1
    -6.8, 0.8, 3.0, 7.1, -0.7, 0.4, -0.3, -1.5, -0.7
COc1ccc(-c2cc(C)no2)cc1S(=O)(=O)NCc1ccc(OC(C)C)cc1
    -0.8, -8.4, -23.5, 4.2, 2.1, -15.9, 2.1, -4.9, -0.1
CCn1c(C)c(C(C)=O)c(N2CCN(C(c3ccccc3)c3ccccc3)CC2)nc1=S
    -6.6, -20.4, 5.1, -29.9, 10.6, 29.3*, -19.9, 24.9, 2.4
CCOC(=O)c1sc(NC(=O)COC(=O)CNC(=O)c2ccco2)c(C(=O)OCC)c1C
    -1.1, 5.2, -25.9, 1.5, 1.4, -8.1, -7.0, 5.0, 4.5
CC(C)c1ccc(NC(=O)NC2CCCCC2)cc1
    -2.2, -0.5, -2.7, 1.7, -0.3, 6.8, -3.8, 1.5, -1.1
Cc1occc1C(=O)NCc1ccccc1F
    -1.1, 1.2, 5.8, 9.3, 0.9, 5.9, 0.5, 7.4, 1.1
COc1ccc(-c2[nH]ncc2C=O)cc1OC
    -1.2, 1.0, 13.6, 10.3, 1.2, 1.0, -1.1, -2.4, 0.9
O=Cc1ccc(OC(=O)c2cc(Cl)nc3ccccc23)cc1
    -0.7, 18.9, -1.3, 10.3, 0.7, 1.0, 1.6, 5.1, 1.3
COc1ccc(CN(C)CC(=O)Nc2ccccc2C(=O)NC2CC2)cc1
    1.0, 8.7, -3.4, 10.0, 7.1, -17.3, 1.2, -0.1, -0.1
COC(=O)c1ccc(NC(=O)CN2CCN(c3ccccc3C)CC2)cc1
    2.1, 0.5, 1.4, -0.8, 2.0, -8.6, -3.3, -0.6, 0.1
CN(C)S(=O)(=O)c1cc(NC(=O)CN2CCc3ccccc32)ccc1Cl
    2.4, 0.3, -19.3, 5.1, 0.8, 3.4, -3.7, -7.3, 0.3
O=C(CN1CCN(C(=O)c2ccco2)CC1)Nc1ccc(F)cc1F
    -2.3, 4.4, -3.5, 5.0, 3.8, -0.1, -2.3, 2.4, 0.9
CCc1c(C(=O)NC2CCCCC2)[nH]c(C)c1C(C)=O
    -1.3, -1.0, -6.9, 3.4, 0.4, 1.5, -3.1, 5.7, -0.9
CCCCOC(=O)Nc1ccc(OC)cc1S(=O)(=O)N1CCOCC1
    -0.9, 0.4, 12.7, -0.9, 0.9, 8.7, -0.2, -2.2, -1.8
Fc1ccccc1COc1cccc2cccnc12
    -8.7, 1.8, -5.2, 24.5, -0.6, -12.3, 5.3, 6.3, -0.7
c1ccc(OCc2nn3c(-c4ccccn4)nnc3s2)cc1
    -0.4, 13.3, -3.7, 13.3, 1.9, 5.0, 2.0, -3.4, -0.3
CN(C(=O)Nc1cnccc1C(F)(F)F)C1CCCCC1
    2.0, -9.4, 12.0, 3.0, 0.8, -6.1, -5.1, 13.6, -0.2
CCSc1nnc(NC(=O)CN2C(=O)NC3(CCCC3)C2=O)s1
    4.4, 12.4, 9.2, 8.6, 1.2, -5.9, 10.3, -4.5, -0.1
CCC1=Nc2cc(C(=O)NCCN3CCOCC3)ccc2Sc2ccc(C)cc21
    -3.5, -1.9, 3.8, 2.7, 2.7, -9.1, 1.8, -14.8, 0.8
Cc1cc(Nc2ccc(Br)c(C)c2)n2nc(C)nc2n1
    -3.0, 9.2, 3.4, 5.6, -0.9, -19.1, -5.9, -1.5, -4.4
O=C(COC(=O)c1ccc(O)cc1)NC(c1ccccc1)c1ccccc1
    15.9, 2.0, -10.3, -1.2, 4.1, -13.3, 0.2, 7.0, -4.1
Cn1c(CC(=O)NNC(=O)c2ccccc2F)nc2ccccc21
    0.6, 4.3, -1.1, -0.3, 0.2, 2.4, -4.3, 7.4, -0.2
Cc1cccc(NC(=O)CN(C)S(=O)(=O)c2ccc(Br)cc2)n1
    1.8, 5.8, 9.4, 7.6, 1.3, 1.0, -3.1, 7.4, -4.2
S=C(NCc1cccs1)Nc1ccc(Cl)cc1
    -2.1, -5.8, 8.3, -3.0, 9.4, -5.8, -11.6, 5.5, -0.6
